# From PubChem BioAssay
# PHOSPHO1 block = PubChem AID 1565. Phosphoethanolamine/phosphocholine phosphatase (Homo sapiens), Q8TCT1. inhibition, % at 13.3 µM. recombinant PHOSPHO1, absorbance phosphatase assay. actives 1.1% (n = 290,000); in the data active means inhibition above about 60%
# M4 PAM = human M4 muscarinic receptor positive allosteric modulators, primary screen, CHO-K1 cells, Fluo-8 calcium fluorescence | Muscarinic acetylcholine receptor M4 (Homo sapiens), P08173 | CHO-K1 hM4/Gqi5, ACh EC20; 0% = ACh EC20, 100% = maximal ACh | activation, % at 3 µM | actives 0.4% (n = 360,000);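 active means activation above its plate's cutoff, the mean activation of sample wells plus 3 SD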; further: some results filed as inactive read as strong as hits
# CRFR2-BP antag = antagonists of CRF-BP/CRF-R2 complex, primary screen, cell-based, HEK293, calcium dye fluorescence, uHTS. inhibition, % at 11.8 µM. CRF-induced calcium fluorescence. actives 0.59% (n = 350,000);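 active means inhibition of the ligand-induced calcium signal above about 50% at the single tested concentration, limit read from the data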
# IDE cell inh = human IDE inhibitors in live cells, primary screen, fluorescence polarization, HEK cells, FAbetaB substrate | FAbetaB cleavage | inhibition, % at 5.59 µM | actives 0.41% (n = 320,000);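 active means percent inhibition above the average of all tested compounds plus 3 SD, set per screening campaign, cut at about 16% in these data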;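 further: IDE supplied by intact live HEK cells; FP after avidin binding of uncleaved biotin substrate so inhibition keeps polarization high; 0% = DMSO wells and 100% = 60 µM reference IDE inhibitor Ii1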
# CRFR2-BP ag = agonists of CRF-BP/CRF-R2 complex, primary screen, cell-based, HEK293, calcium dye fluorescence, uHTS; AID 588473, 2011; calcium dye fluorescence (FLIPR); percent of saturating CRF peptide response; activation, % at 13.2 µM; actives 0.46% (n = 350,000); CRF-binding protein / CRF receptor 2 complex (human);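 active means activation of at least 50%, plus an integration ratio under a set limit after plate pattern correction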;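 further: plate controls were neutral control wells without compound for no effect and CRF at EC100 for full effect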
# pCIP destab = p/CIP-EGFP fusion destabilizers, primary screen, fluorescence, F442A cells; 16 h; actives 0.01% (n = 290,000); decrease of EGFP signal, % at 10 µM; Q05BA5;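 active means EGFP signal decrease of at least 30% at 10 µM or well 3 SD below plate mean, unless failing retest; inactive means the rest, including hits failing retest or dose response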; further: some compounds called inactive have numbers as strong as hits; many of its hits are not listed in these tables
# Target sequence (Q05BA5 1-1403): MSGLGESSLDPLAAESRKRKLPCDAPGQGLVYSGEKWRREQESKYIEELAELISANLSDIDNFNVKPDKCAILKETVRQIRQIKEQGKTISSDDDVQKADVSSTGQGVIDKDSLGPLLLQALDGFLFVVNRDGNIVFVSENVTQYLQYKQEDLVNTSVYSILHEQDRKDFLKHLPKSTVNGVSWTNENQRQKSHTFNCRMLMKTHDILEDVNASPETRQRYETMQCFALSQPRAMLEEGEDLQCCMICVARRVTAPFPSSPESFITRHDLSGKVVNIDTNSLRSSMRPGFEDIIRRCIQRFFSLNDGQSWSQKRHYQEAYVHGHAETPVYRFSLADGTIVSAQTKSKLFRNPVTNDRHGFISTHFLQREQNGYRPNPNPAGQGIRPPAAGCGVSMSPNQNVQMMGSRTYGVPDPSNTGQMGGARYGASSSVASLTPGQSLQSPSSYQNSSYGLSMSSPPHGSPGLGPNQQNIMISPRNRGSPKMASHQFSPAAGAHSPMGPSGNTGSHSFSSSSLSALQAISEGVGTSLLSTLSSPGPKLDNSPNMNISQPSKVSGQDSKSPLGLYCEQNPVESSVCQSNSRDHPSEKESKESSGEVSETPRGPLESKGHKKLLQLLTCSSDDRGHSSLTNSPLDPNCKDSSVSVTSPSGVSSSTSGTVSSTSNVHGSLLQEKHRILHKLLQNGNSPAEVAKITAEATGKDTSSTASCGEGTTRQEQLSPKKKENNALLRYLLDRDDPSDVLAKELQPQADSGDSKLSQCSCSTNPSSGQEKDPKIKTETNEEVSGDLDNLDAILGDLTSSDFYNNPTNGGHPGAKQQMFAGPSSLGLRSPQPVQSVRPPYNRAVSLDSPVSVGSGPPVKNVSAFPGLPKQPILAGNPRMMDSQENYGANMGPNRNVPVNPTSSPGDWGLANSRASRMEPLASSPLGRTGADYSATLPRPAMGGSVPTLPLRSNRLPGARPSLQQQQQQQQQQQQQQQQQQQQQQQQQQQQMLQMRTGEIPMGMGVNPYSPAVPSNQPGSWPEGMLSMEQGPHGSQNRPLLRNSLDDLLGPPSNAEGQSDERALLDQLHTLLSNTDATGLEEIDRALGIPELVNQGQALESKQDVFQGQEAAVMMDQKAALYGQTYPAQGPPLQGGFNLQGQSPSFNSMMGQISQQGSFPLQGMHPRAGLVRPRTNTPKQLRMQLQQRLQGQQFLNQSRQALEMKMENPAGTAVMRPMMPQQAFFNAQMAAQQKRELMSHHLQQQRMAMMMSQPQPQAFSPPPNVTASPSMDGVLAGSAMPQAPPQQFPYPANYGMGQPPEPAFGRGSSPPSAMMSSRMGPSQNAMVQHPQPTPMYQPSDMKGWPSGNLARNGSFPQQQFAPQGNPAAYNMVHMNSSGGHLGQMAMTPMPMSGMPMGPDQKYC
# IDE cell activ = human IDE activators in live cells, primary screen, fluorescence polarization, HEK cells, FAbeta-B substrate; Insulin-degrading enzyme (Homo sapiens), P14735; FAbeta-B cleavage; 0% vehicle, 100% cell-free pure enzyme wells; activation, % at 5.96 µM; actives 0.073% (n = 340,000); AID 493087, 2011;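 active means activation above the mean of all tested compounds plus 3 SD, set per screening campaign, cut at about 17% in these data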
# MEKK3 PB1 HTS = modulators of MEKK3-MEK5 PB1 binding, primary screen, biochemical, wildtype MEKK3, multiplex bead flow cytometry, Alexa488-MEK5; actives 1.4% (n = 290,000); bead-based flow cytometry, Alexa488-MEK5 binding to MEKK3; actives lie on both sides; 0 = blocked by unlabeled MEK5, 100 = vehicle; binding response (% of control), % at 10 µM;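 active means binding response more than 3 SD above or below the average of its plate-row segment, actives on both sides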;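 further: Alexa488 bead fluorescence after subtracting the streptavidin-only scavenger bead signal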
# GalR3 antagonist = GalR3 antagonists in HEK293 cells, primary screen, cell-based, fluorescence readout; Galanin receptor type 3 (Homo sapiens), O60755; HEK293 GalR3-CNG cAMP membrane potential fluorescence; galR3 body fused to GalR1 C-terminus; inhibition, % at 3 µM; actives 0.44% (n = 360,000); AID 651719, 2012;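 active means inhibition above the screen-wide average plus 3 SD, cut at about 13% in these data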;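 further: forskolin and galanin both at EC90 stimulate the cells; cAMP rise reported by CNG channel membrane potential dye signal; 0% = forskolin plus galanin with DMSO and 100% = forskolin alone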
# * hit, by the source's call; . = no result given; [ ] = dose if it differs, or a comment.
SMILES,PHOSPHO1 block,M4 PAM,CRFR2-BP antag,IDE cell inh,CRFR2-BP ag,pCIP destab,IDE cell activ,MEKK3 PB1 HTS,GalR3 antagonist
CCOC(=O)C1CCCN(C(=O)Cn2ncc3c([nH]c4ccc(C)cc43)c2=O)C1 (configuration not stated),12,5,10,0,-1.1,-12,7,104,3
COc1cccc(OCCNC(=O)c2cccc(OC)c2)c1,9,3,0,10,-1.8,2,-2,107,-5
CN(C)CCCNC(=O)C[C@H]1C[C@H](C(=O)N2CCOCC2)[C@@]2(C)c3[nH]c4cc(CCC(=O)N(C)C)ccc4c3CCN2C1=O,.,4,3,.,2.8,.,6,.,-4
C=CCN(CC(=O)NC1CC1)S(=O)(=O)c1cccc(C(F)(F)F)c1,.,17,2,-1,-0.9,.,-1,.,-5
N/C(=N\OC(=O)CCCc1ccccc1)c1ccccc1,28,-5,2,-2,0.1,-5,5,96,-5
CCOC(=O)CSc1cc(CSc2ccccc2)nc(-c2ccccc2)n1,14,1,-4,-6,5.0,12,5,102,6
CS(=O)(=O)N1CCN(c2ccc(C(=O)NC3C4CC5CC(C4)CC3C5)cc2[N+](=O)[O-])CC1 (configuration not stated),23,5,-5,0,-0.6,-4,1,99,-6
Cc1ccc(NC(=S)N(Cc2ccccc2)Cc2cccs2)c(C)c1,3,-13,1,0,-0.7,15,1,99,0
CN(CC(=O)Nc1ccc(N2CCOCC2)cc1)CC(=O)Nc1ccccc1C#N,-4,3,13,3,0.2,-12,-2,106,-10
CCOc1ccc(S(=O)(=O)N2CCC(C(=O)NCc3ccncc3)CC2)cc1Cl,-7,-2,-12,5,0.8,6,6,101,-7
Cc1nc(N2CCCCC2)[nH]c(=O)c1CN(C)N=O,.,-1,-15,.,7.4,.,.,.,1
CC(=O)OC1C=CCC2C(=O)c3cccc(O)c3C(O)C12 (configuration not stated),.,-1,7,.,-1.9,.,4,.,-4
Cc1cc(NC(=O)CSc2nnc(-c3ccc(O)cc3)o2)no1,24,16,-8,-2,1.6,3,-8,126,-1
CCc1ccc(NC(=O)c2nc(S(=O)(=O)Cc3ccccc3)ncc2Cl)cc1,42,-12,.,-1,.,-11,-4,98,-7
CSc1nc(Cc2ccc(Cl)cc2)nc2ccccc12,-3,2,1,3,1.1,-7,1,101,-1
Cc1csc(NC(=O)CSc2nnc(-c3ccoc3C)n2C(C)c2ccccc2)n1 (configuration not stated),20,16,1,0,1.1,-8,-1,109,-6
CCOc1ccc(N2C(=O)CC(SCC(=O)O)C2=O)cc1 (configuration not stated),14,-1,2,5,-0.2,-4,1,99,-6
COc1ccc(NC(=S)Nc2cnc3ccccc3c2)c(OC)c1,34,9,1,-6,2.9,-4,-1,98,-4
Cc1ccc(S(=O)(=O)N2CCOCC2)cc1C(=O)OC1CCOC1=O (configuration not stated),.,6,-14,.,3.7,.,0,.,1
O=C(Cc1ccc([N+](=O)[O-])cc1)N1CCc2ccccc2C1,16,-6,11,-4,0.1,-2,5,97,-5
Nc1c(S(=O)(=O)O)cc(NC(=O)c2ccccc2)c2c1C(=O)c1ccccc1C2=O,29,-9,4,1,0.1,-6,-4,106,.
C#CCOCC1CN(C)C(=O)O1 (configuration not stated),.,1,21,.,-2.8,.,.,.,-5
CCOC(=O)C1CCCN(S(=O)(=O)c2cc(OCC(=O)NC3CCCCC3)c(C)cc2Cl)C1 (configuration not stated),-3,1,13,1,-0.2,2,5,105,-5
Cc1cc(Cl)ccc1NC(=S)N(CCCN1CCOCC1)Cc1cccs1,-12,-5,9,1,-2.5,4,-4,128*,0
COC(=O)/C=C1/SC(=NC(=O)c2ccc(F)cc2)NC1=O,43,-2,24,2,-1.3,1,.,93,-3
CC(C)(C)c1ccc(-c2nnc(SCC(=O)NCC3CCCO3)n2N)cc1 (configuration not stated),.,6,0,6,-0.4,.,-1,.,1
O=C(COc1ccccc1[N+](=O)[O-])NCCCN1CCCC1=O,.,16,5,-2,-0.8,.,4,.,-7
COc1cccc(/C=C/C(=O)OCC(=O)NCC2CCCO2)c1 (configuration not stated),-7,5,11,-4,-3.4,3,2,82,-12
O=C(Nc1cccc(Cl)c1)c1cc(F)cc2c1OCOC2,17,15,-9,3,0.8,-13,8,102,0
Cc1ccnc(NC(=O)C2CC(=O)N(c3ccc4c(c3)OCCO4)C2)c1 (configuration not stated),18,6,-15,2,-0.4,8,0,103,0
COc1ccc(C)cc1NC(=O)c1ccc(NS(=O)(=O)c2cccc3cccnc23)cc1,16,-1,-16,2,0.4,-9,-1,131*,51*
O=S(=O)(c1ccc2[nH]c3c(c2c1)CCCC3)N1CCCCC1,21,-4,-3,-1,-1.9,8,4,102,-1
Cc1[nH]c2ccccc2c1Cc1n[nH]c(=S)o1,90*,11,3,5,0.5,-4,-1,107,0
CCCS(=O)(=O)N1CCC(C(=O)NCc2ccco2)CC1,2,7,3,3,2.3,0,3,100,-3
CC(C)CCNC(=O)COC(=O)c1cc(Br)c(Br)s1,8,5,26,7,-4.8,-3,3,96,0
CCN1C(=O)[C@H]2[C@@H](c3ccc(-c4ccc5c(c4)OCO5)c(OC)c3)N[C@@](CC(C)C)(C(=O)OC)[C@H]2C1=O,.,2,17,-2,-0.1,.,4,.,-7
CCC(=O)c1ccc(OCc2ccc(C(=O)c3ccccc3)cc2)cc1,29,-21,12,1,5.8,0,-3,101,37*
Cc1ccc(S(=O)(=O)NCc2nc(-c3ccccc3)no2)cc1,8,-3,28,-4,-1.6,-11,4,98,2
COC(=O)c1cn(CC(=O)Nc2ccc(F)cc2)c2ccccc12,20,-3,5,0,-0.1,2,0,101,-7
O=C(COC(=O)[C@H](Cc1ccccc1)NC(=O)c1cccs1)Nc1ccccc1C(F)(F)F,13,-5,-45,-5,-1.0,0,4,102,-4
CC(CCc1ccccc1)NC(=O)c1cc2sccc2n1C (configuration not stated),-7,-9,36,3,0.6,-2,0,102,.
CCc1nn2cc(C(=O)c3cc(Cl)ccc3O)cnc2c1-c1ccc(F)cc1,-2,7,8,3,0.1,1,-1,108,0
Cc1ccc(C(=O)Cn2cnc3ccccc3c2=O)cc1,30,15,9,4,-0.6,-6,-3,87,-1
O=C(CCN1C(=O)/C(=C/C=C/c2ccccc2)SC1=S)Nc1nc2ccccc2s1,-3,15,-1,2,-1.0,-2,-2,93,-2
CC1CC(C)CN(S(=O)(=O)N2CCC(C(=O)NCc3ccco3)CC2)C1 (configuration not stated),6,-1,17,9,-0.2,4,-4,104,-7
Cc1cc(C)c(C)c(S(=O)(=O)N2CCC(C(=O)NCc3cccs3)CC2)c1C,.,-8,-5,.,-0.8,.,.,.,0
Cc1oc(/C=N/NC(=O)CN(c2ccccc2Cl)S(C)(=O)=O)cc1Br,0,6,2,0,-1.9,-1,0,105,-2
CCOc1ccc(C(=O)Cc2cc(OC)c(OC)cc2[N+](=O)[O-])cc1,-18,9,-5,7,1.5,-8,-1,117,-3

# Profiles from above. Order of values: PHOSPHO1 block | M4 PAM | CRFR2-BP antag | IDE cell inh | CRFR2-BP ag | pCIP destab | IDE cell activ | MEKK3 PB1 HTS | GalR3 antagonist
# CC(CCc1ccccc1)NC(=O)c1cc2sccc2n1C (configuration not stated) reads -7 | -9 | 36 | 3 | 0.6 | -2 | 0 | 102 | .
# Cc1ccc(C(=O)Cn2cnc3ccccc3c2=O)cc1 reads 30 | 15 | 9 | 4 | -0.6 | -6 | -3 | 87 | -1
# Cc1ccc(S(=O)(=O)NCc2nc(-c3ccccc3)no2)cc1 reads 8 | -3 | 28 | -4 | -1.6 | -11 | 4 | 98 | 2

# (more compounds)
SMILES,PHOSPHO1 block,M4 PAM,CRFR2-BP antag,IDE cell inh,CRFR2-BP ag,pCIP destab,IDE cell activ,MEKK3 PB1 HTS,GalR3 antagonist
Cc1cc(SCc2ccccc2)nc(=O)[nH]1,18,5,18,-8,-0.6,-6,-1,2.0*[inhibitor],-4
CN(CC(=O)NCCCN1CCOCC1)S(=O)(=O)c1ccc(Cl)cc1,.,4,-5,6,-0.4,.,3,.,1
COc1cc(C(=O)Nc2ccc(N3CCN(C(=O)c4ccc(C)cc4)CC3)cc2)cc(OC)c1OC,-6,-3,20,0,-1.5,16,1,97,-5
C[C@H]1CN=C2N(CCNC(=O)CCC3CCCCC3)[C@H](Cc3ccc(O)cc3)CN21,18,-2,6,1,-1.3,-14,4,96,17*
CSc1nnc(NC(=O)c2nc(S(=O)(=O)Cc3ccc(C)cc3)ncc2Cl)s1,36,-1,26,3,-0.6,-31,1,100,-3
CCOC(=O)/C(C#N)=C/c1c(N2CCN(Cc3ccc4c(c3)OCO4)CC2)nc2c(C)cccn2c1=O,43,-2,-4,0,2.6,1,.,94,-2
COc1ccccc1CNC(=O)CCS(=O)(=O)c1ccc2c(c1)CCCN2C(C)=O,-7,-5,13,4,-0.4,-7,1,102,-1
Cc1nn(-c2ccccc2)c(C)c1NC(=O)COC(=O)[C@@H](NC(=O)c1ccccc1)C(C)C,.,12,4,5,-0.6,.,-3,.,-6
CC12CCC3c4ccccc4CCC3(CO1)C2 (configuration not stated),.,0,1,.,-3.1,.,.,.,-3
COc1cccc(F)c1C(=O)NC(=O)Nc1ccc2nc(C)oc2c1,33,-5,-10,2,28,4,-2,95,.
N/C(=N\OC(=O)/C=C/c1ccccc1)c1ccc(Br)cc1,8,-5,3,5,-2.9,0,6,82,-5
CC(C)c1ccc(OCC(=O)NC2CCCC2)cc1,9,3,-10,6,0.9,-1,4,102,-4
CCOc1ccc(C2CC(c3ccc(OC)c(OC)c3)n3nc(N)nc3N2)cc1 (configuration not stated),-20,4,1,3,-0.4,0,2,98,0
COc1ccc(CCNC(=O)c2cccs2)cc1,51,0,5,3,-1.7,-2,5,100,-8
N#C/C(=C\c1ccc(OCc2ccccc2)cc1)C(=O)Nc1ccc(C(=O)O)cc1,10,.,4,4,-0.1,-6,.,101,-6
CCOC(=O)c1ccc(NC(=S)N2CCN(c3ccccn3)CC2)cc1,24,4,2,-3,2.3,-8,-4,105,-4
COc1cc(OC)cc(C(=O)NCC2CCCN(Cc3ccc(SC)cc3)C2)c1 (configuration not stated),14,9,-7,3,0.7,2,1,109,-8
O=C1c2ccccc2C(=O)C1c1ccc(Cl)cc1,33,15,20,5,1.3,12,1,97,-1
CCN(CC)c1ccc(C(=O)N/N=C/c2ccc(N3CCOCC3)cc2)cc1,16,1,-2,-3,3.1,-1,0,98,4
CC1CCCCC1N=CC1=C(O)CC(C)(C)CC1=O (configuration not stated),5,9,-11,-4,-1.3,-1,-1,99,-2
COC(=O)C(Cc1c[nH]c2ccccc12)NC(=O)C(C)C (configuration not stated),27,-2,-2,5,0.7,-2,0,96,-2
CCC(=O)Nc1c(S(=O)(=O)c2ccc(C)cc2)c2nc3ccccc3nc2n1C(C)c1ccccc1 (configuration not stated),-3,-8,-9,4,0.3,-2,5,92,-5
COC(CNC(=O)c1c[nH]c2ccc(S(=O)(=O)N3CCOCC3)cc2c1=O)OC,14,10,-8,4,0.5,-20,4,100,6
